Siah-1 displacement = Siah-1 peptide-binding antagonists, primary screen, biochemical, fluorescence polarization, rhodamine-plectin, uHTS (AID 1817); E3 ubiquitin-protein ligase SIAH1 (Homo sapiens); Siah-1 / rhodamine-plectin peptide fluorescence polarization; higher % means a stronger effect; displacement, % at 20 µM; hits with a dose series show IC50 in µM; 290,000 compounds, 0.02% hits;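 active = displacement of at least 50% at 20 µM, with a fluorescence ratio check between 0.3 and a set limit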;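 note: plate controls were Siah plus tracer with DMSO for no effect and tracer alone without Siah for full effect; strong numbers were not always called active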
AID2073 = inhibitors of Mint1-CaV2.2 protein interaction, biochemical, HTRF (AID 2073). inhibition, % at 20 µM, or IC50 in µM where a hit was titrated. HTRF protein-protein interaction, Mint1-CaV2.2; higher % means a stronger effect. Voltage-dependent N-type calcium channel subunit alpha-1B (Homo sapiens). 290,000 compounds, 0.19% hits; in the data active = inhibition mostly above about 51%, no sharp cut-off; inconclusive = no clear call, values can overlap the other calls; inactive = mostly below about 53%; note: some results filed as inactive read as strong as hits
K1F lysis inhibition = inhibition of K1F phage lysis, E. coli UTI89, bacterial capsule biogenesis inhibitors, alamar blue (AID 488966); inhibition, % at 100 µM, or IC50 in µM where a hit was titrated; 340,000 compounds, 0.02% hits; E. coli UTI89 K1F phage lysis, alamar blue, 2 h; higher % means a stronger effect;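 active = phage lysis inhibition, versus mean bacterial control, above a set limit; inconclusive = no clear call, values can overlap the other calls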;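 note: capsule biogenesis inhibitors block K1F phage lysis so surviving cells raise fluorescence; higher fluorescence means more inhibition of phage lysis; actives were called in the ten point dose series up to 300 µM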
HIV fusion peptide = inhibitors of HIV fusion peptide binding, primary screen, biochemical, uHTS, fluorescence dequenching (AID 1986); 290,000 compounds, 0.3% hits; inhibition, % at 20 µM; hits with a dose series show IC50 in µM; cell-free peptide binding, fluorescence dequenching, 30 min; higher % means a stronger effect; in the data active = inhibition mostly above about 52%, no sharp cut-off; inactive = mostly below about 76%; note: some results filed as inactive read as strong as hits
GPR55 LPI antagonism = GPR55 antagonists blocking LPI-driven arrestin recruitment, primary screen, imaging, U2OS, beta-arrestin-GFP, LPI agonist (AID 2013) | inhibition, % at 10 µM; hits with a dose series show IC50 in µM | G-protein coupled receptor 55 (Homo sapiens) | 290,000 compounds, 0.13% hits | U2OS GPR55 beta-arrestin-GFP translocation imaging, LPI antagonism; higher % means a stronger effect;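 active = spots per cell inhibited over 60%, with over 100 cells counted and total cytoplasm intensity under 500,000; inconclusive = wells with under 100 cells, flagged as likely toxic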;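 note: U2OS cells stably carrying GPR55 and arrestin-GFP stimulated by 5 µM LPI near EC80; imaged beta-arrestin-GFP aggregate spots per cell after agonist stimulation; plate controls were LPI-stimulated DMSO wells for no effect and DMSO wells without LPI for full effect; some results filed as inactive read as strong as hits; confirmed hits need IC50 under 10 µM and bright autofluorescent wells are also inconclusive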
GPR35 arrestin U2OS = GPR35 antagonists blocking zaprinast-driven arrestin recruitment, primary screen, imaging, U2OS, beta-arrestin-GFP, zaprinast agonist (AID 2058) | inhibition, % at 10 µM, or IC50 in µM where a hit was titrated | U2OS GPR35 beta-arrestin-GFP translocation imaging, zaprinast antagonism; higher % means a stronger effect | 290,000 compounds, 0.052% hits;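 active = inhibition of at least 50% with at least 30 cells and total cytoplasm GFP at most 10,000,000; inconclusive = under 30 cells or total GFP of 10,000,000 plus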
NTR1 agonist = agonists of NTR1, primary screen, imaging, U2OS cells, beta-arrestin-GFP, high content (AID 493036) | Neurotensin receptor type 1 (Homo sapiens), P30989 | activation, % at 20 µM | NTR1-U2OS beta-arrestin-GFP spot imaging, agonist mode | 330,000 compounds, 0.17% hits;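 active = activation at or above 40% of the spot to cytoplasm intensity ratio, with at least 20 cells analyzed; inconclusive = wells under 20 cells, flagged as cytotoxic or low count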;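 note: 0% = DMSO without peptide and 100% = 100 nM NTR1 peptide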
Target sequence (P30989 whole entry, looked up): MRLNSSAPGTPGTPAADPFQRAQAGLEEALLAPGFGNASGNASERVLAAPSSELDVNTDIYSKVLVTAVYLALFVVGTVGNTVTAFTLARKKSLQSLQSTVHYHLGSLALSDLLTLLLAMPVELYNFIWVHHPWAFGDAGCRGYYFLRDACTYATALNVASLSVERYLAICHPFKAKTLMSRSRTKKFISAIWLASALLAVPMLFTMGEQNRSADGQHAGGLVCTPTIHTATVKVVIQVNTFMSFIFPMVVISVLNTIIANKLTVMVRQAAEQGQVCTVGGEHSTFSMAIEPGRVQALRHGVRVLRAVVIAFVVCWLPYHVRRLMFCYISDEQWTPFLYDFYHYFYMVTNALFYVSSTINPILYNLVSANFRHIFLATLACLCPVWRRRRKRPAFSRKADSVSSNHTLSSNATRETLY
GPR55 beta-arrestin = GPR55 agonists via beta-arrestin recruitment, primary screen, imaging, U2OS cells, beta-arrestin-GFP redistribution (AID 1961); G-protein coupled receptor 55 (Homo sapiens); one-dose activation, % at 10 µM; EC50 in µM for titrated hits; 290,000 compounds, 0.048% hits; U2OS GPR55 beta-arrestin-GFP redistribution imaging; higher % means a stronger effect;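 active = activation above 40% with more than 50 cells counted in the well; inconclusive = wells holding fewer than 50 cells, flagged as toxic or sparse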;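 note: U2OS osteosarcoma cells stably expressing GPR55 and beta-arrestin-GFP; plate controls were DMSO negative control for no effect and LPI positive control for full effect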
NS5 inhibitors = Dengue-2 NS5 methyltransferase inhibitors, primary screen, biochemical, confirmation dose response (AID 588689) | one-dose inhibition, % at 25 µM; IC50 in µM for titrated hits | 340,000 compounds, 0.3% hits | Dengue-2 NS5 methyltransferase capping enzyme assay, biochemical; higher % means a stronger effect; in the data active = a potency from the dose series; inconclusive = inhibition above about 29% without an active follow-up result
NTR1 agonist cell count 20 µM = also measured in NTR1 agonist; calls as there; cell count; measured here: cell count, cytotoxicity flag
* hit, by the source's call; u = inconclusive; x = no result given; [ ] = another dose, or the depositor's remark.

Molecule	Siah-1 displacement	AID2073	K1F lysis inhibition	HIV fusion peptide	GPR55 LPI antagonism	GPR35 arrestin U2OS	NTR1 agonist	NTR1 agonist cell count 20 µM	GPR55 beta-arrestin	NS5 inhibitors
COc1ccc(S(=O)(=O)Nc2ccc(S(=O)(=O)Nc3cc(C)nc(C)n3)cc2)cc1OC	9%	0%	0.0%	0.8%	7%	5%	-1.1	48	-0.1%	-3%
O=S(=O)(NC1CCCC1)c1ccc(S(=O)(=O)N2CCCN(Cc3ccccc3)C2)cc1	2%	30%	2.3%	-0.8%	2%	-11%	7.2	69	-0.2%	5%
Cc1cccc(C2c3[nH]c4ccccc4c3CCN2C(=O)Cc2n[nH]c(C)n2)n1 (configuration not stated)	-3%	9%	-0.6%	-1.2%	0%	12%	1.2	55	-0.2%	4%
C=CCN(CC=C)C(=S)NCCc1ccc(OC)c(OC)c1	-1%	-10%	5.2%	-1.2%	2%	3%	0.9	56	-0.3%	-4%
O=C(Nc1ccc(F)cc1F)c1cc2ncc(CCCl)cn2n1	-1%	11%	0.7%	2.6%	10%	-2%	0.5	66	0.4%	-8%
Cc1ccc(-c2cc(C(=O)N3N=C(C(F)F)CC3(O)C(F)F)c3ccccc3n2)cc1C (configuration not stated)	-1%	1%	-0.5%	-1.1%	9%	-8%	29	53	0.0%	-8%
CN(C)C/C=C/C(O)(c1ccccc1)c1ccccc1	15%	6%	6.4%	-1.2%	-6%	-2%	-0.6	44	0.2%	-8%
COC(=O)c1cc2n(n1)CCN(Cc1cccc(OC)c1)C2=O	2%	-11%	0.0%	-2.7%	-10%	-1%	-0.6	74	0.1%	-11%
CC(C)C(=O)NC(Nc1ccc(S(N)(=O)=O)cc1)C(Cl)(Cl)Cl (configuration not stated)	-6%	u	-0.1%	-1.6%	4%	5%	2.2	73	1.2%	-3%
CSc1nsc(SCC(=O)Nc2ccc(C(C)=O)cc2)n1	3%	0%	-1.0%	0.3%	5%	-7%	0.2	63	-0.1%	-13%
C=C(C)c1nc(N)nc(N)n1	2%	-2%	-0.1%	0.7%	-1%	18%	2.0	67	-0.4%	-3%
Cc1cc(N(C)/N=C/c2ccccc2O)nc(-c2ccccc2O)n1	6%	28%	-1.2%	3.4%	-10%	8%	8.9	59	-0.1%	-3%
COc1ccccc1NC(=O)CN1CCN(CC(=O)Nc2ccc3c(c2)OCCO3)CC1	3%	2%	0.6%[50 µM]	-2.7%	10%	17%	0.0	53	-0.1%	-1%
C=CCNc1ncnc2c1[nH]c1ccccc12	-6%	-6%	4.9%	1.3%	-4%	22%	-1.0	39	-0.2%	7%
CC(=O)N1C(=O)N(C)C2C1N(C(C)=O)C(=O)N2C (configuration not stated)	28%	6%	0.4%	-0.1%	10%	-10%	-0.1	45	-0.1%	1%
COc1ccccc1NC(=O)CN1C(=O)C(C)SC(C)C1=O (configuration not stated)	-1%	-6%	0.1%	-0.7%	-2%	5%	0.3	77	-0.5%	-2%
COc1cc(C)c(/C=C(\C#N)C(=O)Nc2ccc(C)cc2)cc1C(C)C	9%	6%	-1.2%	3.0%	20%	10%	7.9	68	0.2%	-1%
Cc1cc(C)c(S(=O)(=O)N(C)CC(=O)N2CCCCC2)c(C)c1	4%	3%	0.5%	0.1%	-9%	0%	-0.1	48	-0.1%	1%
COc1ccc(C(=O)/C=C/c2ccc(O)cc2)cc1	-1%	21%	3.5%	-0.5%	12%	-7%	3.2	84	0.2%	-12%
CC(C)(O)C#Cc1ccc(C(=O)N2CCCC(CNS(=O)(=O)c3cccs3)C2)o1 (configuration not stated)	-5%	-11%	1.2%	2.1%	-2%	24%	0.0	60	-0.1%	-17%
COc1ccc(CC(=O)NC2CCSc3ccccc32)c(OC)c1 (configuration not stated)	2%	48%	-0.2%	-2.0%	4%	14%	5.3	49	-0.1%	3%
Cc1cccc(NC(=O)c2ccc(F)c(S(=O)(=O)N3CCC4(CC3)OCCO4)c2)c1	-7%	9%	0.4%	-1.2%	-3%	32%	-1.2	75	0.4%	-2%
Cc1nnc(NCCN2CCOCC2)[nH]c1=O	2%	15%	0.7%[50 µM]	-0.1%	4%	3%	1.7	40	-0.1%	-5%
C(=N\N1CCOCC1)/c1nc(-c2ccccc2)n2ccccc12	1%	8%	0.6%	1.2%	-2%	4%	-0.6	58	-0.4%	-6%
Cn1c(=O)c2c(nc(CN3CCc4ccccc4C3)n2CCCO)n(C)c1=O	4%	4%	-0.3%	2.6%	-7%	4%	2.9	90	-0.2%	4%
CN(C)c1ccc(C(C#N)c2ccc(Cl)cc2)nn1 (configuration not stated)	18%	u	2.4%	-0.1%	-5%	-14%	0.5	89	-0.3%	-11%
Nc1nc2n(n1)C(=O)CC(c1ccccc1[N+](=O)[O-])N2 (configuration not stated)	-1%	1%	-0.3%	-0.3%	-7%	-2%	0.0	33	-0.5%	-5%
Cc1cc(C)nc(N2CCCC(C(=O)NC(C)CCc3ccco3)C2)n1 (configuration not stated)	-4%	-14%	-0.7%	-1.1%	0%	7%	1.4	58	-0.2%	0%
CCOC(=O)C(=NC(C)CC)NNc1ccc(Br)cc1 (configuration not stated)	10%	-2%	-0.2%	0.4%	-8%	-17%	-1.6	81	-0.4%	-1%
CC(=O)N1c2c(cc(Br)cc2S(=O)(=O)NCc2ccccc2)CC1C (configuration not stated)	-2%	4%	0.2%	2.2%	-1%	-12%	3.0	40	0.5%	-9%
O=C(O)C1=C[C@@H](c2ccc(F)cc2)C[C@@H](OCCCCO)O1	0%	0%	1.2%	3.6%	-11%	14%	3.4	89	-0.1%	3%
Cc1ccccc1NC(=O)CSc1nc2scc(C)c2c(=O)[nH]1	14%	9%	0.1%	0.2%	9%	-12%	3.3	58	-0.2%	3%
CCC(CC)C1=NN2C(=N)/C(=C/c3ccc(OC(=O)c4ccco4)cc3)C(=O)N=C2S1	3%	5%	0.1%	24%	6%	-4%	1.9	55	0.3%	20%
CCn1c(SCC(=O)Nc2ccc3c(c2)OCCO3)nnc1-c1cccs1	0%	-4%	-1.3%	2.0%	3%	-1%	-1.0	71	-0.1%	-6%
Cc1ccn2c(C(=O)NN=C3CCN(C)CC3)c(C)nc2c1	-8%	-8%	0.1%	-0.4%	-3%	-1%	2.1	39	0.2%	-8%
CC(=O)Nc1ccc(S(=O)(=O)N(C)c2nc3ccccc3nc2Cl)cc1	1%	7%	0.1%	0.2%	-8%	-7%	1.7	60	0.0%	-2%
Cc1cccc(Nc2ccc(C(=O)O)cc2[N+](=O)[O-])c1C	3%	16%	0.1%	-0.7%	3%	-11%	0.5	80	-0.1%	12%
COc1cc(OC)cc(C(=O)Nc2cc(C)on2)c1	5%	-2%	0.2%	1.3%	-4%	7%	-1.2	60	-0.4%	-5%
C/C(=N\NC(=S)NCc1ccccc1)c1cccs1	-2%	-20%	0.2%	-2.0%	-29%	2%	2.5	39	0.5%	2%
O=C(CCCC(=O)N(CC(=O)NC1CCCC1)C1CCCC1)Nc1ccccn1	-4%	18%	0.2%	-5.0%	2%	7%	-0.7	20	0.0%	-5%
CC1Cc2nc(SCC(=O)N3CCN(c4ccccc4)CC3)n(C)c(=O)c2S1 (configuration not stated)	5%	-4%	-0.2%	0.6%	0%	2%	-0.1	93	0.3%	1%
C/C(=N\NC(=O)COc1ccc(C)cc1Br)c1cc([N+](=O)[O-])cs1	0%	5%	-0.8%	0.4%	-4%	-2%	0.9	36	-0.1%	-18%
COC(=O)NC(=C(Cl)Cl)S(=O)(=O)c1ccccc1	0%	-8%	0.2%	-0.1%	16%	5%	-1.2	44	-0.2%	-9%
Cc1ccc(C2C(C#N)=C(N)SC(N)=C2C#N)o1	7%	30%	x	1.7%	13%	-5%	0.0	87	-0.2%	x
COc1ccc(CNC(=O)CN(C(=O)CCC(=O)Nc2nccs2)c2ccccc2C)cc1	1%	12%	0.1%	-0.9%	1%	-5%	-1.2	38	2.1%	-2%
Cc1ccc2nc3c(cc(C(=O)NCCc4ccccc4)c(=N)n3CCCN3CCOCC3)c(=O)n2c1	-3%	9%	0.1%	-2.1%	6%	8%	-0.8	52	-0.1%	-2%
CCC1CCCCN1S(=O)(=O)c1ccc2c(c1)CCN2C(C)=O (configuration not stated)	0%	5%	-0.1%	1.8%	7%	16%	-0.4	67	0.3%	-11%
CC(NC(=O)C1CCCCC1)C(c1cccs1)N1CCN(C)CC1 (configuration not stated)	1%	6%	-0.3%	-0.5%	-7%	-12%	-1.1	58	-0.1%	6%
CCn1c(C)nc2cc(C(=O)NNC(=O)Nc3ccc(Cl)cc3)ccc21	1%	-10%	-2.4%	0.1%	14%	-7%	-0.8	98	0.5%	-29%
C/C(=N\N1CCN(Cc2ccccc2)CC1)c1ccco1	-1%	4%	0.6%	-0.1%	14%	-1%	0.6	88	0.5%	0%
Nc1nnc(CSCc2ccc(F)cc2)s1	-4%	-16%	-0.3%	0.6%	8%	5%	-1.2	84	-0.1%	-9%

Screening results as filed in PubChem.
